Compound activity: PubChem, several laboratories
Peg3 promoter = inhibitors of Peg3 promoter | inhibition, % at 20 µM | 360,000 compounds, 1.7% hits | HeLa PEG-Prom luciferase reporter, luminescence, overnight | AID 588405;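 active means inhibition of at least 50% at 20 µM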
PDI turbidity = PDI (human) enzyme inhibition | P07237 | PDI insulin aggregation turbidity, A650, 90 min | inhibition, % at 10 µM | 350,000 compounds, 0.052% hits | AID 588391;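 active means mean inhibition across replicates of 30% or more, whatever share of single replicates reach that level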;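 further: absorbance from insulin aggregation driven by PDI reduction with DTT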
Target sequence (P07237 whole entry, looked up): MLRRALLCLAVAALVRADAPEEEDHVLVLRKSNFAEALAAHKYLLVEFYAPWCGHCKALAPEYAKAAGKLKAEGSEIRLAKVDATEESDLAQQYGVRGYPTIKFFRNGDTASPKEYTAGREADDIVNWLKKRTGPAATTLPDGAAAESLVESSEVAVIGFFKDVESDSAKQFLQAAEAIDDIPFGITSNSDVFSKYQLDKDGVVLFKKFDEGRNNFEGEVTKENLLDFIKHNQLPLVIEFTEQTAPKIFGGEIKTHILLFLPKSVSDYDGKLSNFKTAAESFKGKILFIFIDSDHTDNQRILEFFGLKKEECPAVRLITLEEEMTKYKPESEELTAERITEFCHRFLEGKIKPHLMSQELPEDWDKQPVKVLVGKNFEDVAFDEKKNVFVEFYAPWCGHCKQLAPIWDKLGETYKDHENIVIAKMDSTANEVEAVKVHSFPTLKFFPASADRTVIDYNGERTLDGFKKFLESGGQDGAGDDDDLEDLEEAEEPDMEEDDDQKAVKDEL
MITF TRPM1 inh = MITF TRPM1 promoter inhibition in SK-MEL-5 cells; SK-MEL-5 TRPM1 promoter luciferase, 24 h; inhibition, % at 12.5 µM; 330,000 compounds, 0.83% hits;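 active means mean inhibition across replicates of 60% or more, whatever share of single replicates reaches that level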; further: values of inactives mirror those of a sister screen read the other way
CaV13 FRET inh = Primary screen for inhibitors of IQ motif and Ca2+-dependent inactivation inhibitor domain binding in CACNA1D, Förster resonance energy transfer in living cells, …. HEK cells, CFP/YFP FRET ICDI-IQ, plate reader, 10 min; percent FRET-ratio fall versus neutral wells. inhibition, % at 12.3 µM. 340,000 compounds, 0.098% hits. AID 743397;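 active means mean replicate inhibition of at least 30% and at least 1% of replicates passing that level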;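 further: 0% = median of the neutral control wells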
NR2E3 ag-1 = activates human photoreceptor nuclear receptor NR2E3 | Q9Y5X4 | GST-NR2E3/biotin-RetCOR TR-FRET, 1536-well | inhibition of corepressor binding, % at 4.78 µM | 320,000 compounds, 0.12% hits | AID 2300;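 active means percent inhibition above the cutoff of mean plus 3 SD of all tested compounds, set per screening campaign, cut at about 20% in these data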;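 further: 0% = DMSO wells and 100% = biotin wells as full block of FRET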
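Format: 1536-well format; test system: GST-NR2E3 and biotin-RetCOR proteins; read-out basis: percent inhibition of TR-FRET ratio; timing: 5 h incubation at 4 °C; detection: time-resolved FRET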
H9c2 protect = myocardial damage modulation in H9c2 cells | H9c2 cardiomyocytes, H2O2 injury protection, ATPLite, 2 h | protection from H2O2 cell death, % at 20 µM | 360,000 compounds, 0.63% hits | AID 588492;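 active means compounds giving at least 50% protection of heart cells from peroxide-induced death in the single-dose screen, raw or plate-pattern-corrected value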;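 further: 0% = DMSO wells with peroxide and 100% = DMSO wells without peroxide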
m5-HT2A agonist = mouse HTR2A agonism via beta-arrestin recruitment. 360,000 compounds, 0.66% hits. activation, % at 7.6 µM. CHO-K1 mHTR2A beta-arrestin complementation, luminescence; percent of 30 µM serotonin response. AID 624169. P35363;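 active means activation above a run cutoff, the mean activation of all tested compounds plus 3 SD, cut at about 14% in these data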;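 further: 0% = plate median of compound wells and 100% = 30 µM serotonin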
Target sequence (P35363 whole entry, looked up): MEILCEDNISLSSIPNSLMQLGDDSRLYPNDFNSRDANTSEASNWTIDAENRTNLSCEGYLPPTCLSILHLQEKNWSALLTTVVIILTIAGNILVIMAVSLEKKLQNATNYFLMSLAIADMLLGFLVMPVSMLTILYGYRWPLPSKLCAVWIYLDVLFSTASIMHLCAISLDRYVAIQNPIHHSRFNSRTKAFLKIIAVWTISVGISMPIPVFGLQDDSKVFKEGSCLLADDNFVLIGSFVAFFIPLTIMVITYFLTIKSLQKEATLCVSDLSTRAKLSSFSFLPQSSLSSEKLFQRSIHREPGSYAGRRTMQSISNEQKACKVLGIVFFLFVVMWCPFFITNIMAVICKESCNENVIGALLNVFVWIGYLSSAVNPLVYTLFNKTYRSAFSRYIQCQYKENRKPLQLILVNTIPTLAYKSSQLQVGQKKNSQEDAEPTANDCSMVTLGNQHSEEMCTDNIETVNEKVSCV
NR2E3 ag-2 = human photoreceptor-specific nuclear receptor agonism; inhibition of corepressor binding, % at 3.98 µM; CHO-S Gal4-NCOR/VP16-NR2E3 two-hybrid, luciferase; AID 602229; 360,000 compounds, 0.35% hits;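 active means inhibition above the mean of all tested compounds plus 3 SD, cut at about 70% in these data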;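 further: 0% = DMSO with NR2E3 transfected cells and 100% = cells lacking NR2E3 construct; higher means lower luciferase signal from less NR2E3 corepressor binding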
iPSC survival up = enhancers of human iPSC single-cell survival; hiPSC single-cell survival, ATPlite luminescence; 100% = ROCK inhibitor wells, 0% = DMSO; survival enhancement, % at 20 µM; 360,000 compounds, 0.044% hits; AID 602274; in the data active means survival enhancement above about 18%;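 further: cells exposed to compounds for 16 hours before the ATP read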
HIF-2a inh = blocks HIF-2a reporter activity; 786-0 RCC cells HIF-2a reporter, luciferase luminescence, overnight; AID 624352; inhibition, % at 18.8 µM; 360,000 compounds, 0.72% hits;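 active means inhibition of the luminescence signal of 40% or more relative to plate controls, in a single-dose primary screen at 18.75 µM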
Shn3 3UTR inh = Schnurri-3 reporter inhibition in Clone20 osteoblasts. 360,000 compounds, 0.52% hits. Clone20 osteoblast Shn3 3'UTR firefly luciferase, 24 h. inhibition, % at 12.5 µM;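 active means mean inhibition of at least 75% with every replicate also reaching 75%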;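 further: 0% = median of neutral control wells and 100% = pilot-screen positive control compound; some compounds past the cut are filed as inactive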
* marks the source's active call; other numbers are inactive results; x = not tested or not shown.

SMILES	Peg3 promoter	PDI turbidity	MITF TRPM1 inh	CaV13 FRET inh	NR2E3 ag-1	H9c2 protect	m5-HT2A agonist	NR2E3 ag-2	iPSC survival up	HIF-2a inh	Shn3 3UTR inh
O=C(N/N=C/c1ccccc1OC(F)F)c1cc(-c2ccncc2)nc2ccccc12	31.8	4.3	23.2	-13.8	1.5	18.0	1.2	4.0	0.4	20.2	17.9
O=C(NCc1ccccc1)C(C(=O)c1ccc(F)cc1)n1ccccc1=O (centres undefined)	2.6	-0.6	5.7	-4.6	-0.4	3.0	2.1	-23.2	-1.9	11.2	5.3
COc1ccc(C(=O)Cc2cc(OC)c(OC)cc2[N+](=O)[O-])cc1	-124.5	-6.2	-52.8	x	1.9	-3.0	-2.8	-32.7	-2.0	-206.4	-57.5
Cc1ccc(NC(=S)NCc2ccc(S(N)(=O)=O)cc2)cc1Cl	-6.4	0.0	-0.4	1.9	1.4	-9.1	-4.1	-16.6	0.9	-25.8	5.9
COCCn1c(SCC(=O)c2c(N)n(C3CC3)c(=O)[nH]c2=O)nnc1-c1ccc(Cl)cc1	5.5	-7.4	-6.5	-4.7	1.9	0.1	2.5	-13.3	0.1	2.8	-2.1
COc1ccccc1NC(=O)C12CC3CC(C1)CC(c1ccc(C)cc1)(C3)C2	10.3	-0.9	0.7	-6.0	-0.8	-10.0	2.5	-5.0	0.2	16.6	6.8
CC(C)C1C(=O)N(Cc2cn(CCC3OCCO3)nn2)CCS(=O)(=O)N1Cc1ccc(-c2cccc(CO)c2)cc1 (centres undefined)	15.2	-16.5	x	-7.2	x	-5.4	5.7	18.3	2.6	15.8	-1.6
CC(C)N1CCN(CCCc2ccccc2)CC1CCO (centres undefined)	-2.7	9.2	3.1	-5.3	-3.1	8.3	-4.6	-7.7	0.3	16.3	-15.3
CCOC(=O)Cn1c(=O)sc2ccccc21	-2.9	-4.0	2.3	-3.8	-1.6	8.0	0.0	14.4	-2.5	18.7	6.8
Cn1c(/N=C/c2c(O)ccc3ccccc23)nc2ccccc21	-106.2	1.0	27.3	-8.0	1.3	-9.6	3.0	-3.1	-0.5	-141.6	4.0
Cc1ccc(NC(=O)C2CCC2)cc1S(=O)(=O)N1CCCCCC1	10.0	3.3	6.5	-6.9	1.6	-6.6	4.3	-7.3	-0.1	-2.6	9.2
CC(=O)N(Cc1ccccc1)C(CC(=O)NCc1ccccc1)C(=O)O (centres undefined)	5.6	-6.6	-7.6	-5.5	x	0.0	2.1	-12.2	-1.8	12.3	12.6
N#Cc1ccc(OCC(=O)NC(=O)NC2CCS(=O)(=O)C2)cc1 (centres undefined)	-5.5	0.8	-5.3	-6.6	2.5	7.6	3.3	-22.5	-0.1	1.7	-3.8
CC(C)(CNC(=O)c1cccc(S(=O)(=O)N2CCCCC2)c1)N1CCOCC1	12.3	-3.0	x	-15.1	x	-2.2	8.0	13.7	0.9	29.2	-0.7
COc1ccc(NC(=O)CN(c2ccc(Cl)cc2)S(C)(=O)=O)cc1OC	6.7	-0.3	-5.7	-1.5	x	0.3	4.4	-24.7	-0.3	-2.0	8.5
COc1ccc(C2C(C#N)=C(N)Nc3nc4ccccc4n32)cc1 (centres undefined)	-73.9	-6.6	-18.6	-14.2	1.5	-1.5	2.8	-66.6	-0.5	-150.3	0.1
Cc1ccc(N2C(=O)C3N=NN(CC(=O)N4N=C(c5cccc6ccccc56)CC4c4ccccc4)C3C2=O)cc1 (centres undefined)	9.1	4.2	5.8	x	-2.3	-1.1	17.6*	-17.3	2.9	11.1	-2.4
CC(=O)N/C(=C\c1ccccc1)C(=O)OCC(=O)c1ccccc1	-2.6	1.6	1.0	-15.2	-0.9	1.9	-0.7	-8.6	-0.5	-3.0	-23.2
O=C(COC(=O)c1c(F)cccc1F)Nc1ccc2[nH]c(=O)[nH]c2c1	-12.8	-4.9	1.9	0.4	5.0	11.4	-4.1	3.2	1.1	21.1	-20.6
Cc1cccc(OCC(=O)NC2CC(C)(C)NC(C)(C)C2)c1	15.8	1.0	12.9	-2.6	2.5	1.3	0.1	-4.4	0.0	11.1	-11.9

Quoted from the results shown (eight entries):
SMILES	Peg3 promoter	PDI turbidity	MITF TRPM1 inh	CaV13 FRET inh	NR2E3 ag-1	H9c2 protect	m5-HT2A agonist	NR2E3 ag-2	iPSC survival up	HIF-2a inh	Shn3 3UTR inh
O=C(N/N=C/c1ccccc1OC(F)F)c1cc(-c2ccncc2)nc2ccccc12	31.8	4.3	23.2	-13.8	1.5	18.0	1.2	4.0	0.4	20.2	17.9
O=C(NCc1ccccc1)C(C(=O)c1ccc(F)cc1)n1ccccc1=O (centres undefined)	2.6	-0.6	5.7	-4.6	-0.4	3.0	2.1	-23.2	-1.9	11.2	5.3
COc1ccc(C(=O)Cc2cc(OC)c(OC)cc2[N+](=O)[O-])cc1	-124.5	-6.2	-52.8	x	1.9	-3.0	-2.8	-32.7	-2.0	-206.4	-57.5
Cc1ccc(NC(=S)NCc2ccc(S(N)(=O)=O)cc2)cc1Cl	-6.4	0.0	-0.4	1.9	1.4	-9.1	-4.1	-16.6	0.9	-25.8	5.9
COCCn1c(SCC(=O)c2c(N)n(C3CC3)c(=O)[nH]c2=O)nnc1-c1ccc(Cl)cc1	5.5	-7.4	-6.5	-4.7	1.9	0.1	2.5	-13.3	0.1	2.8	-2.1
COc1ccccc1NC(=O)C12CC3CC(C1)CC(c1ccc(C)cc1)(C3)C2	10.3	-0.9	0.7	-6.0	-0.8	-10.0	2.5	-5.0	0.2	16.6	6.8
CC(C)C1C(=O)N(Cc2cn(CCC3OCCO3)nn2)CCS(=O)(=O)N1Cc1ccc(-c2cccc(CO)c2)cc1 (centres undefined)	15.2	-16.5	x	-7.2	x	-5.4	5.7	18.3	2.6	15.8	-1.6
CC(C)N1CCN(CCCc2ccccc2)CC1CCO (centres undefined)	-2.7	9.2	3.1	-5.3	-3.1	8.3	-4.6	-7.7	0.3	16.3	-15.3

Two entries picked at random from those above, as already listed:
SMILES	Peg3 promoter	PDI turbidity	MITF TRPM1 inh	CaV13 FRET inh	NR2E3 ag-1	H9c2 protect	m5-HT2A agonist	NR2E3 ag-2	iPSC survival up	HIF-2a inh	Shn3 3UTR inh
COc1ccc(C2C(C#N)=C(N)Nc3nc4ccccc4n32)cc1 (centres undefined)	-73.9	-6.6	-18.6	-14.2	1.5	-1.5	2.8	-66.6	-0.5	-150.3	0.1
Cc1ccc(NC(=S)NCc2ccc(S(N)(=O)=O)cc2)cc1Cl	-6.4	0.0	-0.4	1.9	1.4	-9.1	-4.1	-16.6	0.9	-25.8	5.9

Next compounds:
SMILES	Peg3 promoter	PDI turbidity	MITF TRPM1 inh	CaV13 FRET inh	NR2E3 ag-1	H9c2 protect	m5-HT2A agonist	NR2E3 ag-2	iPSC survival up	HIF-2a inh	Shn3 3UTR inh
CCN1C(=O)/C(=C/N(C)C)c2ccccc21	57.4*	5.0	14.2	-3.4	-1.4	-17.5	3.6	1.2	-1.0	15.4	-30.2
O=C(CNC(=O)C1CCCCC1)Nc1ccccc1	-4.2	8.0	6.3	-4.3	4.3	5.5	1.3	-5.1	-0.6	10.1	-25.8
Cc1ccc(S(=O)(=O)N2[C@H](c3cccc(Cl)c3)CC(=O)[C@@H]3CN(S(=O)(=O)c4ccccc4C)[C@H](c4ccc(Cl)cc4)C[C@@H]32)cc1	11.8	-9.3	x	-3.5	x	-33.3	3.2	44.3	-1.9	-29.2	89.3*
COC(=O)Cn1cnc2c(nnn2-c2cccc(OC)c2)c1=O	-7.7	-74.9	-50.0	-18.8	0.6	1.5	2.8	-2.8	-0.4	2.4	-1.7
Cc1nc(CSc2ccc(Cl)cc2)cs1	-99.2	2.1	-46.5	-3.6	-0.7	3.7	-1.9	-4.9	0.3	-137.6	-50.2
O=C(CCNC(=O)c1ccco1)NC(Cc1c[nH]c2ccccc12)C(=O)O (centres undefined)	-7.0	6.8	8.0	-5.1	1.5	2.8	-0.6	-6.0	0.9	18.6	7.3
O=C1CN(C(=O)CSc2ccc(-c3ccc(F)cc3)nn2)c2ccccc2N1	-2.8	-2.9	3.6	-2.7	6.1	-4.5	-13.2	13.6	-0.1	-4.2	-7.1
OC(COC(c1ccccc1)c1ccccc1)CN1CCCCC1 (centres undefined)	1.0	-18.2	-0.7	11.2	2.7	0.0	-7.3	6.6	-3.0	10.3	4.2
Clc1cccc(Cl)c1C[n+]1ccc2ccccc2c1	3.4	-13.7	32.7	-23.9	-1.2	-6.8	0.8	0.2	-0.9	12.3	13.0
COc1ccc(CC(=O)NCC2CCCN(Cc3ccc(F)c(OC)c3)C2)cc1 (centres undefined)	-19.1	-3.5	6.6	-5.4	5.1	1.9	-2.4	29.9	-0.1	9.7	3.7
CC1=C(C(=O)N2CCOCC2)CC(CC(=O)NC2CCCCC2)C(=O)N1CCCN1CCCC1=O (centres undefined)	-20.3	-1.6	x	-5.5	x	1.1	-4.2	-26.4	6.6	8.3	-7.0
O=C1CC(c2ccc(S(=O)(=O)NCCOc3ccccc3)cc2)CN1 (centres undefined)	2.7	-2.0	10.2	-3.2	4.3	-5.8	0.5	-3.8	-0.2	6.8	-16.7
Nc1c(NCc2ccccc2F)c(=O)[nH]c(=O)n1Cc1ccccc1	27.8	-5.8	-4.6	x	0.7	-2.5	-5.9	-19.1	2.1	14.7	-5.5
CC(C)(C)c1[nH]nc2c1C(c1ccncc1)C(C#N)=C(N)O2 (centres undefined)	-0.7	-3.6	8.5	-7.3	0.7	3.0	0.4	-19.2	3.1	29.1	3.8
Cc1ccc(-c2csc(N=C(N)N)n2)cc1	-179.9	-5.4	-39.0	-3.8	1.0	-4.9	-3.1	-62.6	0.2	-229.1	-25.1
Cn1c(SCC(=O)Nc2cccc3ccccc23)nc(O)cc1=O	-0.1	7.6	8.0	-4.3	1.6	3.6	-1.6	-21.2	-3.6	12.4	-7.2
N#Cc1c(N)n(-c2ccc(C(=O)O)cc2)c2nc3ccccc3nc12	8.2	-7.8	9.5	-10.3	-5.4	1.3	-3.5	5.0	0.4	6.3	-52.3
CC(C)CC(C(=O)NC(C)(C)C)N(Cc1ccccc1Cl)C(=O)c1snc(C(N)=O)c1N (centres undefined)	19.2	14.6	-16.9	-5.0	x	4.9	-1.1	-16.9	-0.3	10.7	13.9
CCOC(=O)C1CCCN(C(=O)c2cn(-c3ccccc3)nc2-c2cccnc2)C1 (centres undefined)	10.8	0.1	5.0	x	0.5	2.2	-5.4	24.4	-0.2	-13.6	-3.4
O=C(CSc1nnc(SCc2ccccc2)s1)N/N=C/c1c(Cl)cccc1Cl	-85.5	11.8	-3.0	-15.5	2.3	-9.0	0.8	-25.1	-1.2	-67.0	-5.4
CC1CCN(c2nc3c(c(=O)[nH]c(=O)n3C)n2CCSc2ncccn2)CC1	6.2	x	x	-3.5	x	19.4	60.1*	-14.9	4.9	7.5	7.4
